ARNT-TACC3 inh: disruptors of ARNT/TACC3 protein interaction, primary screen, biochemical, AlphaScreen, single concentration. AlphaScreen His-ARNT PAS-B/GST-TACC3 binding, luminescence; TACC3 fragment carries E629A point mutation. inhibition, % at 9.99 µM. 0.66% of 390,000 active;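 active = mean inhibition of replicates at least 50% and at least half of replicates each reaching 50%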;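 also: 0% = complete ARNT plus TACC3 wells and 100% = ARNT alone without TACC3; many hits fall short of the cut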
PAX8 inh HTS: inhibitors of PAX8-driven TPO luciferase reporter, primary screen, RMG-I cells, single concentration. SteadyGlo, 24 h. inhibition, % at 12.6 µM. 1.2% of 360,000 active. AID 652154, 2013;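 active = mean replicate inhibition at least 60% with every replicate also reaching 60%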;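 also: luciferase light reporting Pax8 driven TPO promoter activity; plate controls were median of neutral control wells for no effect and mitoxantrone controls for full effect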
* marks the source's active call; other numbers are inactive results. These rows are one share of the data; the hit share may differ from the screen's.

| SMILES | ARNT-TACC3 inh | PAX8 inh HTS |
| --- | --- | --- |
| O=C(CSc1nc2cc(S(=O)(=O)N3CCOCC3)ccc2o1)NC1CCCc2ccccc21 (stereo not drawn) | -7 | 23 |
| CC1(C)NC(=O)N(CN2C(=O)NC(C)(C)C2=O)C1=O | 2 | -5 |
| CCC(C)Sc1nc2c(c(=O)[nH]c(=O)n2C)n1C (stereo not drawn) | -8 | 2 |
| Cc1cccn2c(=O)c(C=NCCO)c(NCc3ccco3)nc12 | 0 | 10 |
| O=C(NCc1ccc(F)cc1)c1cnc(-c2ccccn2)nc1C(F)(F)F | -2 | -10 |
| Cc1cnc(Nc2nc3ccccc3o2)nc1C(=O)Nc1cccc(C(F)(F)F)c1 | 8 | 3 |
| Nc1nc(N)c2sc3nc(C(F)(F)F)cc(C(F)(F)F)c3c2n1 | 16 | 31 |
| c1ccc(-n2ncc3c(NCCN4CCOCC4)ncnc32)cc1 | -2 | -124 |

One compound at a time, as listed above.
Results for O=C(CSc1nc2cc(S(=O)(=O)N3CCOCC3)ccc2o1)NC1CCCc2ccccc21 (stereo not drawn) = ARNT-TACC3 inh = -7; PAX8 inh HTS = 23
Results for Cc1cccn2c(=O)c(C=NCCO)c(NCc3ccco3)nc12 = ARNT-TACC3 inh = 0; PAX8 inh HTS = 10

The listing continues.
| SMILES | ARNT-TACC3 inh | PAX8 inh HTS |
| --- | --- | --- |
| O=C(CSc1ncn[nH]1)Nc1cccc2ccccc12 | -7 | 18 |
| CCCN1CCN(C(=O)c2cn(CC(C)C)c(=O)c3cc(OC)c(OC)cc23)CC1 | 2 | -26 |
| O=C1CC(c2c[nH]c3ccccc23)C(=O)N1c1ccccc1 (stereo not drawn) | -1 | 7 |
| CCN(CC)C(=O)C(=O)c1cccn1-c1cccc(Cl)c1C#N | 1 | -10 |
| COCCN(C(C)=O)c1nnc(-c2cnccn2)s1 | -5 | -5 |
| COc1ccccc1Nc1nc(N)nc(CSc2nncn2C)n1 | 0 | -15 |
| CS(=O)(=O)N(CC(=O)O)c1cccc(Cl)c1 | 0 | 18 |
| COc1cccc(C2NC(=O)NC(C)=C2C(=O)Nc2cc(OC)ccc2OC)c1 (stereo not drawn) | 26 | -10 |

Going on with the list.
| SMILES | ARNT-TACC3 inh | PAX8 inh HTS |
| --- | --- | --- |
| O=C(CN1CCC(NC(=O)c2ccccc2)CC1)NCc1ccccc1F | 11 | -6 |
| COc1cc(C(=O)Nc2nncs2)cc(OC)c1OC | -3 | 0 |
| CS(=O)(=O)Nc1ccccc1C(=O)c1ccccc1 | -4 | -16 |
| COC(=O)c1sc2nc(-c3ccccc3)c3c(c2c1N)CCCC3 | -5 | 28 |
| CN1CCN(C2CC(=O)N(Cc3ccc(N4CCCC4=O)cc3)C2=O)CC1 (stereo not drawn) | -1 | 8 |
| COc1ccc(OC)c(C(=O)c2coc3ccc(O)cc23)c1 | -11 | -24 |
| Cc1nn(-c2ccc(F)cc2)c2nc(N)c(C#N)c(-c3cccs3)c12 | -5 | 32 |
| CCOc1cc2[nH]c(=S)n(CCOC)c(=O)c2cc1OCC | -4 | 0 |

(next part)
| SMILES | ARNT-TACC3 inh | PAX8 inh HTS |
| --- | --- | --- |
| COC(=O)Nc1sc2c(c1C(N)=O)CCCCCC2 | 1 | -12 |
| O=C(COc1ccc(-c2ccccc2)cc1)N/N=C/c1ccccc1Br | -5 | 4 |
| O=C(Cc1ccccc1)NC(NC(=S)Nc1cc(Cl)ccc1Cl)C(Cl)(Cl)Cl (stereo not drawn) | -6 | -1 |
| CCOC(=O)c1cn(-c2ccccc2)nc1-c1cccnc1 | -1 | 0 |
| Cc1nc(N)nc(C)c1Cc1ccccc1 | 3 | 14 |
| COc1ccc(S(=O)(=O)Nc2nc3ccccc3s2)cc1 | 0 | -17 |
| CCCCc1c(C)nn(-c2nnc3c4ccccc4n(CC)c3n2)c1C | 4 | -4 |
| CCOc1ccc(NC(=O)CC2C(=O)N(c3ccccc3)C(=S)N2Cc2ccccn2)cc1 (stereo not drawn) | 12 | -9 |

(continued)
| SMILES | ARNT-TACC3 inh | PAX8 inh HTS |
| --- | --- | --- |
| CCCCC(=O)Nc1ccc(Br)cn1 | -3 | -25 |
| CC(=O)OCc1c(COC(C)=O)[n+](=O)c2ccccc2n1[O-] | -18 | -6 |
| O=C1C2ON(c3ccccc3)C(c3cccnc3)C2C(=O)N1c1ccc(Cl)c(Cl)c1 (stereo not drawn) | 19 | 3 |
| O=C1CCC(=O)N1CCOP1(=O)COc2ccccc2OC1 | -4 | 0 |
| O=C(NO)c1cc(OCC(F)(F)F)ccc1OCC(F)(F)F | -3 | -22 |
| O=C(O)CSCC(=O)Nc1ccc(C(=O)O)cc1 | -7 | 5 |
| O=C1OC(c2ccc(Br)cc2)=N/C1=C\N1CCCCC1 | -6 | -130 |
| CC(C)C(OC(=O)c1cccs1)C(=O)NC1CCCCC1 (stereo not drawn) | -3 | -23 |

New compounds follow:
| SMILES | ARNT-TACC3 inh | PAX8 inh HTS |
| --- | --- | --- |
| CCOC(=O)CSc1nc2ccc(Nc3nc(N4CCOCC4)nc(N4CCOCC4)n3)cc2s1 | -8 | 33 |
| O=C(CN1CCN(c2ccccc2)CC1)Nc1nnc(-c2ccccc2)s1 | 1 | -3 |
| CCC(Sc1ncnc2sc(C)c(C)c12)C(=O)OC (stereo not drawn) | -8 | 16 |
| CC(NC(=O)COc1ccc(Oc2ccccc2)cc1)C(=O)O (stereo not drawn) | -5 | -9 |
| OC(CNCC(c1ccco1)N1CCCCC1)c1ccccc1 (stereo not drawn) | -1 | -4 |
| CC(C)Cn1c(C(C)C)nc([N+](=O)[O-])c1Sc1ccc(Cl)cn1 | 6 | -2 |
| Cc1ccc(NC(=O)CSc2n[nH]c(-c3ccncc3)n2)cc1 | 2 | -6 |
| Cn1c(N)c(C(=O)CSc2nc(N)cc(=O)[nH]2)c(=O)n(C)c1=O | -3 | 22 |

Continuation:
| SMILES | ARNT-TACC3 inh | PAX8 inh HTS |
| --- | --- | --- |
| COc1ccc(NC(=O)CC#N)cc1OC | -2 | -1 |
| CCOc1ccc(N2C(=O)c3ccc(C(=O)OCc4c(C)noc4C)cc3C2=O)cc1 | -2 | -4 |
| CCOC(=O)c1cc2sc(C)cc2n1CCCN1C(=O)c2ccccc2C1=O | 2 | 6 |
| COc1cc(/C=N/Nc2nc(Nc3ccc(C)cc3)nc(-n3nc(C)cc3C)n2)cc(OC)c1OC | 0 | 89* |
| COC(=O)C1CCN(C(=O)Cc2ccc(OC)c(OC)c2)CC1 | -6 | -9 |
| Cc1nn(-c2ccccc2)c(Cl)c1C(=O)Nc1nnc(C2CCCC2)s1 | -8 | 2 |
| CCOc1ccc(N=c2scc(-c3ccc(OC)cc3)n2CCO)cc1 | 17 | -14 |
| CC(C)CNCC(=O)N1c2ccccc2Sc2ccccc21 | -10 | 18 |

(list continues)
| SMILES | ARNT-TACC3 inh | PAX8 inh HTS |
| --- | --- | --- |
| Cc1cccc(C)c1NC(=O)CCCSc1nnnn1C | -2 | -9 |
| O=C(NC1CCCCC1)C(c1cccnc1)N(C(=O)c1csnn1)C1CCCC1 (stereo not drawn) | 0 | 10 |
| CCOC(=O)CSc1nnc(CSc2nc(C)cc(C)n2)n1Cc1ccco1 | 7 | 7 |
| CCN(C(=O)c1cn(C)c(=O)c2cc(OC)c(OC)cc12)c1cc(C)ccc1C | -4 | 2 |
| COc1ccc(CCNC(=O)CCC(=O)N2CCN(S(=O)(=O)c3ccc(Cl)cc3)CC2)cc1OC | -11 | -7 |
| CC(NC(=O)Nc1ncccn1)(C(F)(F)F)C(F)(F)F | -6 | -19 |
| COc1ccc(CCNC(=O)CN2CCN(c3ccccc3Cl)CC2)cc1 | 17 | 4 |
| C/C=C(/C)C(=O)OC1c2c(ccc3ccc(=O)oc23)OC(C)(C)C1OC(C)=O (stereo not drawn) | -1 | 12 |

Next structures:
| SMILES | ARNT-TACC3 inh | PAX8 inh HTS |
| --- | --- | --- |
| Fc1cccc(Cn2cc(C(=S)N3CCCCC3)c3ccccc32)c1 | -6 | -10 |
| Nn1c(CSc2nc3ccccc3o2)nnc1CSc1nc2ccccc2o1 | 3 | 14 |
| CCCc1cc(=O)oc2cc(Oc3ncccn3)ccc12 | -4 | -1 |
| N#Cc1ccc(-c2ccc(F)cc2)nc1Sc1ccc(F)cc1 | -4 | 11 |
| Cc1cc(OCC(=O)N2CCCC2)ccc1Cl | -5 | -134 |
| COc1cccc(NC=C2C(=O)OC(C)(C)OC2=O)c1 | -3 | -4 |
| CC(C)(C)NC(=O)C(c1ccccn1)N(C(=O)C1CSC(=O)C1)c1ccc(F)cc1 (stereo not drawn) | 0 | 27 |

Ordered by formula weight (ascending): part of the list above
| SMILES | ARNT-TACC3 inh | PAX8 inh HTS |
| --- | --- | --- |
| COc1ccc(NC(=O)CC#N)cc1OC | -2 | -1 |
| Cc1cc(OCC(=O)N2CCCC2)ccc1Cl | -5 | -134 |
| COc1cccc(NC=C2C(=O)OC(C)(C)OC2=O)c1 | -3 | -4 |
| CCCc1cc(=O)oc2cc(Oc3ncccn3)ccc12 | -4 | -1 |
| CCC(Sc1ncnc2sc(C)c(C)c12)C(=O)OC (stereo not drawn) | -8 | 16 |
| CC(NC(=O)Nc1ncccn1)(C(F)(F)F)C(F)(F)F | -6 | -19 |
| Cc1cccc(C)c1NC(=O)CCCSc1nnnn1C | -2 | -9 |
| CC(C)CNCC(=O)N1c2ccccc2Sc2ccccc21 | -10 | 18 |
| OC(CNCC(c1ccco1)N1CCCCC1)c1ccccc1 (stereo not drawn) | -1 | -4 |
| CC(NC(=O)COc1ccc(Oc2ccccc2)cc1)C(=O)O (stereo not drawn) | -5 | -9 |
| N#Cc1ccc(-c2ccc(F)cc2)nc1Sc1ccc(F)cc1 | -4 | 11 |
| Cc1ccc(NC(=O)CSc2n[nH]c(-c3ccncc3)n2)cc1 | 2 | -6 |
| Cn1c(N)c(C(=O)CSc2nc(N)cc(=O)[nH]2)c(=O)n(C)c1=O | -3 | 22 |
| Fc1cccc(Cn2cc(C(=S)N3CCCCC3)c3ccccc32)c1 | -6 | -10 |
| CC(C)Cn1c(C(C)C)nc([N+](=O)[O-])c1Sc1ccc(Cl)cn1 | 6 | -2 |
| CCOc1ccc(N=c2scc(-c3ccc(OC)cc3)n2CCO)cc1 | 17 | -14 |
| O=C(CN1CCN(c2ccccc2)CC1)Nc1nnc(-c2ccccc2)s1 | 1 | -3 |
| C/C=C(/C)C(=O)OC1c2c(ccc3ccc(=O)oc23)OC(C)(C)C1OC(C)=O (stereo not drawn) | -1 | 12 |
| COc1ccc(CCNC(=O)CN2CCN(c3ccccc3Cl)CC2)cc1 | 17 | 4 |
| CCN(C(=O)c1cn(C)c(=O)c2cc(OC)c(OC)cc12)c1cc(C)ccc1C | -4 | 2 |
| CCOC(=O)c1cc2sc(C)cc2n1CCCN1C(=O)c2ccccc2C1=O | 2 | 6 |
| Nn1c(CSc2nc3ccccc3o2)nnc1CSc1nc2ccccc2o1 | 3 | 14 |
| O=C(NC1CCCCC1)C(c1cccnc1)N(C(=O)c1csnn1)C1CCCC1 (stereo not drawn) | 0 | 10 |
| CCOc1ccc(N2C(=O)c3ccc(C(=O)OCc4c(C)noc4C)cc3C2=O)cc1 | -2 | -4 |
| CC(C)(C)NC(=O)C(c1ccccn1)N(C(=O)C1CSC(=O)C1)c1ccc(F)cc1 (stereo not drawn) | 0 | 27 |
| COc1cc(/C=N/Nc2nc(Nc3ccc(C)cc3)nc(-n3nc(C)cc3C)n2)cc(OC)c1OC | 0 | 89* |
| COc1ccc(CCNC(=O)CCC(=O)N2CCN(S(=O)(=O)c3ccc(Cl)cc3)CC2)cc1OC | -11 | -7 |

Assay outcomes (PubChem BioAssay)
